FXIa inh: blocks human coagulation factor XIa protease activity | purified FXIa, Boc-Glu-Ala-Arg-AMC fluorogenic substrate | inhibition, % at 5 µM | actives 0.14% (n = 220,000) | P03951;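 active = inhibition of at least 40%; inactive = inhibition below 40%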;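 note: fluorescence of freed AMC excited at 355 nm; 0% = enzyme without compound and 100% = no enzyme blank; many of its hits are not listed in these tables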
Wee1 stabilizer: inhibitors of human Wee1 degradation. P30291. HeLa Luc-Wee1K328M stability, luciferase luminescence; 100% = proteasome inhibitor MG132 effect. reporter increase, % at 5 µM. actives 1.2% (n = 220,000);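 active = activation above the mean of all tested compounds plus 3 SD, set per screening run, cut at about 8.8% in these data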;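 note: cells exposed to compound for 20 h before luminescence read; 0% = DMSO alone and 100% = MG132 at 30 µM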
hK5 inh: blocks human kallikrein 5 protease activity; inhibition, % at 5 µM; recombinant hK5, fluorogenic AMC substrate cleavage; Q9Y337; actives 0.59% (n = 210,000);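 active = inhibition of 40% or more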;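 note: 0% = enzyme controls without compound and 100% = no-enzyme blanks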
Target sequence (Q9Y337 67-293 limits assumed): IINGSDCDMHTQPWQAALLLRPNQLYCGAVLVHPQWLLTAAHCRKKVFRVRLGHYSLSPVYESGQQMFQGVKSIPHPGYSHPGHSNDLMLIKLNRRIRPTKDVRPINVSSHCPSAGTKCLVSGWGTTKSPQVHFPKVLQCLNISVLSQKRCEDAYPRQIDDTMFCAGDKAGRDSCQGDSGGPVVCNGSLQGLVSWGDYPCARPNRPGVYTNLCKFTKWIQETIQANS
Furin inhibitor: human furin inhibition; P09958; purified furin, fluorogenic substrate cleavage; inhibition, % at 30 µM; actives 0.061% (n = 220,000); in the data active = inhibition above about 25%; note: inactives centre near -15
KCC2 mod: modulates chloride dependent transport by human KCC2. Q9H2X9. actives 2.2% (n = 190,000). B-score of Tl+ flux slope (higher = more flux/activation; lower = inhibition) at 10 µM. KCC2 cells, thallium flux FluoZin-2 fluorescence. AID 1456;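 active = thallium flux slope and its plate-corrected score both differing from the plate sample mean at a set confidence after two filtering rounds, in either direction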;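 note: slope of fluorescence scaled to starting intensity during 10 to 20 s after thallium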
FXIIa inh: blocks human coagulation factor XIIa protease activity | purified FXIIa, Boc-QGR-AMC fluorogenic substrate, 2 h | inhibition, % at 5 µM | actives 0.3% (n = 220,000) | AID 800; in the data active = inhibition above about 40%;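 note: 0% = enzyme with no compound and 100% = blank without enzyme; many of its hits are not listed in these tables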
PERK inh: human PERK inhibition, primary cell-based screen | Q9NZJ5 | CHO PERK-DD fusion, SEAP luminescence translation reporter | inhibition, % at 5.6 µM | actives 0.17% (n = 220,000);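 active = inhibition above the mean inhibition of all tested compounds plus 3 SD, set separately per screening campaign, cut at about 2.9% in these data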;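 note: PERK kinase domain activated by AP20187 dimerizer at 100 nM; 0% = DMSO with dimerizer and 100% = rapamycin at 8.4 µM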
p97 ATPase inh: human p97 ATPase inhibition; P55072; recombinant p97 ATPase, Kinase-Glo ATP luminescence, 3 h; inhibition, % at 8 µM; actives 0.42% (n = 220,000); AID 1481; in the data active = inhibition above about 15%;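 note: 0% = DMSO vehicle and 100% = wells lacking enzyme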
Target sequence (P55072 whole entry, looked up): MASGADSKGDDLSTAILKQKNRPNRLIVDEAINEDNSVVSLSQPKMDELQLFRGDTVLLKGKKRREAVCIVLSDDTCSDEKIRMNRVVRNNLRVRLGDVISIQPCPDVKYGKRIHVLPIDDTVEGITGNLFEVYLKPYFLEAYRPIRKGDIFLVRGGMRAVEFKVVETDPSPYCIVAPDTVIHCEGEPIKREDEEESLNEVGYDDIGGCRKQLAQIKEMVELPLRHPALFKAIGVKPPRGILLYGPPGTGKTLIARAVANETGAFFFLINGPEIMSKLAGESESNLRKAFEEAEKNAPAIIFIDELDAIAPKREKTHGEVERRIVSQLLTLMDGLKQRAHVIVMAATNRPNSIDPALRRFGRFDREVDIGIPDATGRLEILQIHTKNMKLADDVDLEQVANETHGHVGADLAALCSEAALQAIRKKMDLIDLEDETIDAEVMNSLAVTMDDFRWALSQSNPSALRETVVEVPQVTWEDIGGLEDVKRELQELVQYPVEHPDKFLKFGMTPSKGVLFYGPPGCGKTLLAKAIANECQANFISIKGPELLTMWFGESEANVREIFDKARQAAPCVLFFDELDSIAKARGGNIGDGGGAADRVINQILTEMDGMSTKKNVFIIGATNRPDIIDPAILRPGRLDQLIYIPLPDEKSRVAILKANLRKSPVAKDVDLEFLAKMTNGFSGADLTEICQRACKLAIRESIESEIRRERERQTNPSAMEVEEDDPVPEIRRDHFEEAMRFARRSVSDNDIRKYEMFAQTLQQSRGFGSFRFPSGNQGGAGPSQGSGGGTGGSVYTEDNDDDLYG
Thrombin inh: inhibitors of human thrombin; P00734; alpha-thrombin, Boc-VPR-AMC fluorogenic substrate cleavage; inhibition, % at 5 µM; actives 0.26% (n = 220,000); AID 1046;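 active = inhibition at or above 40%; inactive = inhibition below 40%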;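 note: 0% = enzyme with no compound and 100% = wells without enzyme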
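System – human alpha-thrombin protein · Reagent – Boc-VPR-AMC substrate, 15 µM final · Compound – 5 µM single dose in 0.2% DMSO · Schedule – reaction at room temperature · Technique – AMC fluorescence at 355 nm excitation and 460 nm emission · Read-out basis – % inhibition relative to enzyme controls and enzyme-free blanks · Control set – no-compound enzyme wells and no-enzyme blanks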
Starred values were filed as active, the others as inactive; nt = not tested or not shown; [ ] = dose if it differs, or a comment. Hits appear at their usual frequency; overall some 4.4% were active at least once.

SMILES	FXIa inh	Wee1 stabilizer	hK5 inh	Furin inhibitor	KCC2 mod	FXIIa inh	PERK inh	p97 ATPase inh	Thrombin inh
Cc1c(O)c2c(=O)n(-c3ccccc3)c(-c3ccccc3)cc2oc1=O	2	4	-4	-16	0.39	4	0.3	4	-3
O=C(NCc1cccnc1)c1ccc(-c2cc3ccccc3oc2=O)cc1	-2	-3	-19	-25	-2.3	0	0.9	-4	-1
CCC(c1nnnn1C(C)(C)CC)N1CCN(c2ccccc2F)CC1 (stereo not drawn)	3	6	12	-8	-1	12	-1.3	-10	12
Cc1ccccc1-n1c(C)nnc1SCc1cc(=O)oc2ccc3ccccc3c12	7	1	0	-20	-0.77	12	0.0	0	4
CCOC(=O)C1=NOC2C3CC(C12)C1C(=O)N(CCc2ccc(OC)c(OC)c2)C(=O)C31 (stereo not drawn)	-2	-3	1	-30	nt	10	0.5	8	-1
COc1ccccc1NS(=O)(=O)c1cc(NC(=O)c2[nH]c(C)c(C(C)=O)c2C)ccc1N1CCOCC1	-1	3	1	-20	-0.55	8	0.5	4	-2
O=C(Cn1cnc2c(cnn2-c2ccccc2)c1=O)Nc1cc(S(=O)(=O)N2CCOCC2)ccc1Cl	-8	-2	0	-2	-0.84	-3	-1.1	-6	-4
CCN(CC)C(=O)c1ccccc1NS(=O)(=O)c1ccc(C)cc1	4	0	-1	-18[20 µM]	nt	13	0.0	1	2
O=C(Cn1c(C(F)(F)F)nc2ccccc21)c1ccc(Cl)cc1	-10	1	-19	-10[20 µM]	nt	-2	1.2	-1	8
COc1ccc(C2=NCC(CSc3nccc(=O)[nH]3)S2)cc1 (stereo not drawn)	3	0	-34	-18	nt	9	0.8	1	-1
Cn1nc(C(F)(F)F)c(C(=O)Nc2cccc(Cl)c2)c1Cl	-5	-1	0	-23[20 µM]	1.1	-5	0.4	2	-5
O=C(CNCCc1ccc(Cl)cc1Cl)NCc1ccco1	-5	5	-4	-15	0.16	5	-0.1	-5	-11
CCOC(=S)N/C(=N\S(=O)(=O)c1ccccc1)c1ccccc1	3	-2	8	-6[20 µM]	nt	12	-0.2	-2	1
CCN(CC)S(=O)(=O)c1ccc(C(=O)NCc2n[nH]c(=S)n2-c2ccccc2OC)cc1	1	0	-6	-17[20 µM]	-0.45	12	-0.3	1	4
CCCN1CCC(N2CCN(c3cccc(C(F)(F)F)c3)CC2)CC1	4	0	-21	-11	nt	14	0.9	2	-9
O=C(NC1CCCc2ccccc21)C1CCCN(S(=O)(=O)c2cnc[nH]2)C1 (stereo not drawn)	4	4	-8	-11	nt	9	2.5	4	1
CNC(=O)CCc1[nH]c2ccccc2c1Sc1ccccc1	-5	3	-1	-13	-0.0055	-3	-1.0	-8	-10
O=C(COc1ccccc1)N1CCN=C1SCc1cccnc1	8	-1	-2	-15	nt	6	0.6	0	0
COC(=O)C1CCN(C(=O)Cc2ccc(OC)c(OC)c2)CC1	7	7	-18	-28[20 µM]	0.21	12	1.5	2	5
CC(C)n1c(=N)c(C(=O)NCCc2ccccc2)cc2c(=O)n3ccccc3nc21	-15	3	-6	-190	-1.2	-138	-1.8	-2	-8
CCOc1cc(/C=N/NC(=O)CN2CCCCC2)ccc1OCc1ccccc1	5	-1	-13	-4[20 µM]	-0.39	18	0.1	0	1
CN1CC[n+]2c(CN3C(=O)c4ccccc4C3=O)csc21	-1	-1	8	-3	-0.65	20	-0.4	-6	-4
Cc1[nH][nH]c(=O)c1C=NCc1cccs1	3	-3	0	-29	0.17	7	0.1	8	-5
CC(=O)Nc1ccc(-c2cc(N)n(-c3ccccc3)n2)cc1	38	8	26	-7	0.011	28	0.4	-5	17
O=C(c1cccnc1)N1CCC(Oc2ccc(C(=O)N3CCCCO3)cc2)CC1	-4	0	-5	-24	nt	3	0.8	11	-11
COc1cccc(C(=O)N/N=C/C(Br)=C/c2ccccc2)c1	2	5	-3	-10	-0.43	5	0.2	5	-5
Cn1cccc1C(=O)NC(=O)COC(=O)CNS(=O)(=O)c1ccc(Br)cc1	-3	-2	-8	-13[20 µM]	nt	6	0.0	7	-2
CCC(Sc1nc(N)c(NC(=O)c2ccc(OC)c(OC)c2)c(=O)[nH]1)C(=O)OC (stereo not drawn)	1	2	-21	0	-0.053	5	0.1	-7	-1
CC(Sc1nnc(N)s1)C(=O)Nc1ccc(N2CCOCC2)cc1 (stereo not drawn)	-3	3	0	-4[20 µM]	nt	7	0.9	8	1
COC(=O)c1sc2nc(N)c(C#N)cc2c1N	-2	-1	-19	-5	0.53	6	0.1	2	-14
CCN(C(=O)CSc1nnc(Cn2nnc3ccccc32)o1)c1nc(-c2ccccc2)cs1	5	1	-13	-14[20 µM]	nt	16	-0.6	0	6
O=c1c2c3c(sc2ncn1-n1cccc1)CCCCC3	2	-2	-3	-1[20 µM]	-2.7	8	-1.7	-8	2
O=C(CNC(=O)c1ccc([N+](=O)[O-])cc1)c1ccccc1	-6	1	-2	-14[20 µM]	nt	2	0.4	3	-4
Cc1cccc2cc(C#N)c(SCC#N)nc12	-3	-3	-1	-22	0.14	3	0.5	4	-5
CCOC(=O)Oc1ccc2oc(C)c(C(=O)OCCOC)c2c1	15	-1	3	-18	0.099	27	1.9	0	-3
CCCCNC(=O)COC(=O)CCC(=O)c1ccc(F)cc1	-6	-1	-1	-9[20 µM]	-0.11	12	1.6	1	5
Cc1ccccc1OCC(O)Cn1c(NCCN(C)C)nc2c1c(=O)n(C)c(=O)n2C (stereo not drawn)	6	-3	-15	-33	nt	12	-0.6	1	-2
CC1(CCc2ccccc2)NC(=O)N(CC(=O)N2CC(=O)Nc3ccccc32)C1=O (stereo not drawn)	-6	5	-5	-17	-0.019	6	1.2	9	-4
CN1C(=O)N(C)C2(c3ccccc3)Nn3c(s/c(=C/c4ccccc4)c3=O)=NC12c1ccccc1 (stereo not drawn)	-14	2	-15	-5[20 µM]	-0.24	9	-0.1	-2	4
CCc1nnc(NS(=O)(=O)c2ccc(NC(=O)c3ccc(Cl)cc3)cc2)s1	2	-1	-1	-10	-0.19	7	0.6	3	-1
Cc1ccc(S(=O)(=O)N(C)c2ccc(C)c([N+](=O)[O-])c2)cc1	5	1	3	-17	-0.11	9	0.2	-4	-2
C=CCn1c(SCc2cccc3ccccc23)nnc1-c1cccnc1	-5	2	-6	-13[20 µM]	0.18	0	-0.2	-3	1
COc1ccc(OC)c(NC(=O)CN(Cc2ccccc2)S(C)(=O)=O)c1	-7	1	-12	-21	0.51	-2	0.9	-1	-7
O=C(Nc1ccc(-c2csnn2)cc1)C(Cl)(Cl)Cl	5	-4	2	-22	0.56	11	1.3	6	1
CCOCCCNC(=O)Cn1cnc2sc(C)c(S(=O)(=O)N3CCN(c4ncccn4)CC3)c2c1=O	0	0	-17	-22	-0.45	2	0.1	3	2
CCN(CC)C(=O)c1sc(NC(=O)c2ccc(Br)o2)c(C(=O)OC)c1C	0	-2	6	-7[20 µM]	nt	-9	-0.9	1	-15
COc1ccnc(Oc2ccccc2)c1C(=O)N/C=N/OCc1ccccc1F	0	8	nt	-11	-0.031	6	0.3	4	0
CC(C)(Nc1ccccc1)C(=O)c1ccccc1	3	3	-5	-8	0.26	9	0.3	-5	-8
Cc1ccc(/C=N/NC(=O)c2n[nH]c3c2CCCC3)cc1	-2	-2	-3	-10	0.42	4	-0.1	4	4
COc1cc(/C=N/N2CCOCC2)ccc1OCc1ccc(Cl)cc1	8	5	-4	-11	-0.88	11	0.3	-6	-7
Cc1nn(C)c(C)c1NC(=O)CCCSc1nc(-c2ccco2)cc(C(F)(F)F)n1	18	1	7	-15[20 µM]	-0.47	12	-0.6	1	-1
COc1ccc(C(=O)NCC(=O)N/N=C/C=C/c2ccccc2)cc1OC	-4	-1	-13	-16	-1.5	3	1.8	1	4
CCNC(=O)C(C)Sc1ccc(Cl)cc1 (stereo not drawn)	3	3	-6	-23[20 µM]	1.4	17	-0.6	1	0
Cn1cc(CC(=O)NC2CCCCC2)c2ccccc21	4	-1	-3	-40	0.36	8	1.5	4	-22
CC1(C)Cc2cccc(C(=O)NCc3ccco3)c2O1	6	-5	3	-15	-1.5	7	0.6	7	-2
Cc1cccc(Oc2cc(NC(=O)c3ccccc3)cc([N+](=O)[O-])c2)c1	2	-1	-6	-13[20 µM]	-0.65	18	0.8	0	2
COC(=O)c1cc(OC)c(OC)cc1NC(=O)CN1CCCCC1	-4	-2	-14	-14[20 µM]	-0.43	9	-0.6	-4	-17
O=c1c2[nH]c3ccccc3c2ncn1CCN1CCCCC1	-3	-1	-7	3	nt	18	-1.2	-3	0
CCOC(=O)COc1ccc(S(=O)(=O)N2CCN(C(=O)OCC)CC2)cc1	-4	2	-10	-16[20 µM]	0.87	6	-0.1	-6	-3
CCc1ccc2c(c1)C(c1ccncc1)=NNC(c1ccccc1)=N2	5	-1	3	-13	nt	10	0.3	6	-2

Single values from the entries so far:
COc1cccc(C(=O)N/N=C/C(Br)=C/c2ccccc2)c1 | hK5 inh = -3
O=C(CNCCc1ccc(Cl)cc1Cl)NCc1ccco1 | Wee1 stabilizer = 5

Remaining list, next part
SMILES	FXIa inh	Wee1 stabilizer	hK5 inh	Furin inhibitor	KCC2 mod	FXIIa inh	PERK inh	p97 ATPase inh	Thrombin inh
CC1CCCCN1S(=O)(=O)c1ccc(NC(=O)c2cccc(-n3cnnn3)c2)cc1 (stereo not drawn)	1	-2	3	-13	-0.2	15	-0.6	-4	-2
CCCc1n[nH]c2c1/C(=N/O)CC(c1ccccc1)C2 (stereo not drawn)	4	1	1	-16[20 µM]	nt	20	0.8	1	5
Cn1nnnc1NCc1cccc(Cl)c1	-3	1	-12	-15	0.69	5	0.5	3	-5
COc1ccc(S(=O)(=O)N(C)c2ccc(C(=O)N3CCCCC3)cc2)cc1OC	3	-3	3	-15	-1.3	15	-1.1	1	0
O=S(=O)(NCc1cc(-c2ccccc2)no1)c1ccc(Cl)cc1	-4	-3	-19	-25[20 µM]	nt	10	0.8	-5	-2
CNC(=O)Nc1cccc2cccnc12	-16	2	5	-3	0.78	7	0.2	3	-6
CC(C)(C)c1ccc(OCC(=O)N/N=C/c2ccsc2)cc1	6	9.2*	-1	-17	-0.097	10	0.6	4	-1
CNC(=O)C1CC(=O)N(Cc2ccc(OC)c(OC)c2)C(=Nc2ccc(OC)cc2)S1 (stereo not drawn)	3	3	-9	-11[20 µM]	0.2	6	-0.4	-3	4
CCCn1nc(NS(=O)(=O)c2ccccc2)c2cc3ccccc3nc21	8	nt	-8	nt	nt	16	nt	nt	0
O=C(O)c1cccnc1SCc1cn2cc(Br)ccc2n1	-2	-1	-8	-23	-0.84	7	1.1	5	-13
O=C(CSc1nnnn1-c1ccccc1)NCc1ccco1	-1	-2	-10	-6[20 µM]	-0.59	7	-0.6	3	3
Cc1cccc(-n2c(N)cc(=O)nc2SCC(=O)Nc2ccccc2)c1	5	0	-18	-15[20 µM]	0.32	10	-0.2	3	-2
COCC(C)NC(=O)c1ccc(N(C)C)cc1 (stereo not drawn)	-3	-1	-29	-19	-0.38	5	0.1	-2	-4
